Screens from PubChem BioAssay.
All columns: NCI-60 one-dose screen, growth in % after 48 h at 10 µM unless noted; 100 = growth as untreated, 0 = no growth, -100 = all killed.
COLO 205 – COLO 205 colon cancer. 79,000 compounds, 7.3% hits. AID 1794742
SW-620 – SW-620 colon cancer | 82,000 compounds, 5.2% hits
HT29 – HT29 colon cancer; 81,000 compounds, 7.4% hits; AID 1794748
KM12 – KM12 colon cancer cells. 82,000 compounds, 5% hits
HCC-2998 – HCC-2998 colon cancer. 79,000 compounds, 4.7% hits. AID 1794799
HCT-116 – HCT-116 colon cancer | 82,000 compounds, 7.3% hits | AID 1794798
SNB-75 – SNB-75 CNS cancer | 79,000 compounds, 5% hits | AID 1794750
HCT-15 – HCT-15 colon cancer; 82,000 compounds, 5.2% hits
A498 – A498 renal cancer cells; AID 1794774; 76,000 compounds, 5.4% hits
The depositor's hits bear a star; . = no result given; & = joins results of further samples; [ ] = remark or other dose. Rule for the calls: active = growth percent below 10; inactive = the rest. No enrichment for hits. Share with any hit: about 12%.

Value order: SNB-75	HCC-2998	HCT-15	COLO 205	HT29	KM12	A498	HCT-116	SW-620
O=[N+]([O-])c1cccc(C2NC(=S)Nc3c2sc2ccc(Cl)cc32)c1 (configuration not stated)
    76	114	100	103	96	98	80	87	101
CCC(O)c1ccco1 (configuration not stated)
    93	.	100	109	110	106	93	110	114
CCSc1nnc2c3c4c(sc3nc(-c3cccnc3)n12)CCCCCC4
    100	97	101	98	94	103	104	97	109
C/C(=C(/C)C1CC1CCN(C(=O)c1ccccn1)S(=O)(=O)c1ccc(C)cc1)C1CCCCC1 (configuration not stated)
    .	97	92	108	98	99	95	90	103
O=c1[nH][nH]c2c([N+](=O)[O-])ccc(F)c12
    104	114	88	118	87	101	110	99	112
N#Cc1c(NC(=O)Nc2ccc(Cl)c(C(F)(F)F)c2)sc2c1CCCC2
    83	101	93	100	101	101	91	98	104
FC(F)(F)c1cccc(-c2cn3ccnc3c(-c3ccc4ncn(C5CCCCC5)c4c3)n2)c1
    95	114	100	116	94	99	117	82	103
CCOc1ccc(NC(=O)Nc2cc(C(C)C)c(O)cc2C)cc1
    109	139	102	128	122	109	101	104	112
CCCCCCCCC(CC)(CCCC)C(=O)O (configuration not stated)
    74	99	96	104	103	102	115	94	102
COc1cc(C2C3CCc4ccccc4C3=NN2C(C)=O)cc(OC)c1OC (configuration not stated)
    88	124	115	127	110	182	107	105	103
Nc1ccc2c(c1)C(=O)NC2=O
    76	95	99	106	91	99	119	98	95
CCc1sc(N(C(C)=O)c2ccc(Br)cc2)nc1OC(C)=O
    96	104	99	115	109	104	96	97	118
CCCn1c(=O)[nH]c2c(c1=O)C(c1ccc(Cl)cc1)c1c([nH]c(=O)n(CCC)c1=O)N2
    110	103	108	107	100	103	100	96	108
CCCCCc1nc2c(c(C)nn2-c2ccc(C#N)cc2)c2c1CCCC2
    96	108	102	109	104	106	88	93	91
CC(=O)O[C@H]1C[C@@]2(C)[C@@H](C[C@@H](O)[C@H]3[C@@]4(C)CCC(NCCN)[C@@H](C)[C@@H]4CC[C@@]32C)/C1=C(\CCC=C(C)C)C(=O)O (some centres not stated)
    102	110	105	114	103	108	110	100	105
CCCCc1nc(Cl)c(C2C(C#N)=C(N)Oc3n[nH]c(C)c32)[nH]1 (configuration not stated)
    93	110	100	126	109	101	104	103	109
CN1CCN(Cc2ccc(C(=O)Nc3cccc(Nc4ccc5c(O)cccc5n4)c3)cc2C(F)(F)F)CC1
    33	-93*	-25*	-79*	-51*	-77*	-33*	-44*	-84*
Cc1ccc(-n2nc(C(=O)NCC(=O)O)nc2-c2ccccc2)cc1
    95	103	105	118	115	104	90	104	105
CCCCCCCCCCOC(c1ccccc1)c1ccccc1
    95	99	81	104	67	89	109	59	98
COc1ccccc1/C=C/C=N/NC1=NC2C(S1)N(C)C(=O)N2C (configuration not stated)
    18	68	30	5.7*	6.5*	18	-18*	36	21
O=C(Nc1ccc(N=Cc2ccccc2O)cc1)NC1C=c2ccccc2=CC1 (configuration not stated)
    86	100	100	117	104	103	83	104	105
O=C(COc1ccccc1)Nc1ccc2oc(=O)ccc2c1
    94	102	101	112	96	102	97	102	106
Clc1ccc(-c2nc(NCCc3ccccc3)nc3c(NCCc4ccccc4)cnn23)cc1
    86	72	73	.	42	70	71	29	34
CC(C)(C)OC(=O)N1C(=O)[C@@H](O[Si](c2ccccc2)(c2ccccc2)C(C)(C)C)[C@H]1/C=C/c1ccccc1
    55	65	66	81	66	52	60	38	74
CCOC(=O)c1ccc(NC(=S)P(=O)(c2ccccc2)c2ccccc2)cc1
    101	108	98	115	111	96	86	92	102
Nc1ncnc2c1N=C(c1ccc3c(c1)OCO3)CC(c1ccc([N+](=O)[O-])cc1)N2N=O (configuration not stated)
    30	105	60	61	37	50	56	68	51
N#Cc1c(N)c2nnn(-c3ccc(S(N)(=O)=O)cc3)c2[nH]c1=O
    87	97	98	108	107	97	99	98	99
COC(=O)c1ccc2c(c1)nc(-c1cc3ccccc3[nH]c1=O)n2-c1ccc(OC)cc1
    74	88	42	55	57	72	95	90	73
C[C@]12C[C@@H](c3ccoc3)OC(=O)[C@@H]1CC[C@]1(C)[C@@H]2CC[C@@H](O)[C@]1(C)O
    62	96	85	41	68	102	20	91	63
COC(=O)C1(CC(=O)C(C)(C)C)NC(=S)NC(=O)C1C#N (configuration not stated)
    84	98	100	110	116	105	109	105	110

One compound at a time, from the list above:
Shown for Clc1ccc(-c2nc(NCCc3ccccc3)nc3c(NCCc4ccccc4)cnn23)cc1 : SNB-75 = 86; HCC-2998 = 72; HCT-15 = 73; COLO 205 = .; HT29 = 42; KM12 = 70; A498 = 71; HCT-116 = 29; SW-620 = 34
Shown for CCCCc1nc(Cl)c(C2C(C#N)=C(N)Oc3n[nH]c(C)c32)[nH]1 (configuration not stated) : SNB-75 = 93; HCC-2998 = 110; HCT-15 = 100; COLO 205 = 126; HT29 = 109; KM12 = 101; A498 = 104; HCT-116 = 103; SW-620 = 109

(list continues)
Value order: SNB-75	HCC-2998	HCT-15	COLO 205	HT29	KM12	A498	HCT-116	SW-620
N#CC(C#N)=c1ccc(=C(C#N)C#N)cc1
    94	118	100	117	107	108	67	104	102
N#C/C(=C\c1ccc(-c2cccc(C(F)(F)F)c2)o1)c1ccccc1
    85	100	62	101	86	79	102	80	92
O=C(c1ccc(C(F)(F)F)c(Cl)c1)N(Cc1ccc(Cl)cc1)c1ccc(-c2cc(C(F)(F)F)[nH]n2)c(O)c1
    10	14	7.0*	-74*	5.3*	10	-21*	3.7*	17
COc1ccc(-c2c(C#N)c(=O)[nH]c3c2c(N)nn3-c2ccccc2)cc1
    104	112	105	122	119	104	115	104	103
O=C(Nc1ccc(OCc2ccc(Br)cc2)cc1)c1ccc2nc(NS(=O)(=O)c3ccc4ccccc4c3)sc2c1
    90	105	103	98	102	101	80	98	101
O=S(=O)(NCCNc1cc(-c2cn(-c3ccccc3)nc2-c2cccc(O)c2)ccn1)c1ccc(Cl)cc1
    54	-43*	7.3*	-48*	0.6*	19	35	20	33
O=C(Nc1ccc(Cn2nnc3c(F)cccc32)cc1)c1ccc(Cl)cc1
    66	84	71	.	86	77	.	44	78
Cc1ccc(S(=O)(=O)NC(=O)n2ccc3cc(Br)cnc32)cc1
    .	105	109	117	101	106	108	103	115
O=C(N=Nc1c(O)[nH]c2ccc(F)cc12)c1cc2ccccc2[nH]1
    100	100	96	117	109	102	.	93	105
CSc1nc(SCCO)c(C#N)c(-c2cccc([N+](=O)[O-])c2)n1
    88	115	101	116	109	100	93	96	103
OC/C=C\CO
    98	103	95	87	99	104	106	97	99
Brc1ccc(Oc2ccc(Br)cc2)cc1
    87&95	100&107	99&102	100&121	111&102	103&101	101&76	95&104	104&109
C/C(=C/C(C)(C)C)C(=O)C(C)(C)C
    94	.	97	117	98	113	123	102	111
Cc1cc(NCC(=O)Nc2ccc(-c3nc4ccccc4s3)cc2)no1
    111	99	91	108	105	102	90	91	113
COc1cc(CNC(=O)/C=C/C=C/c2ccc3c(c2)OCO3)ccc1OCc1cn(-c2cccc(C(F)(F)F)c2)nn1
    100	105	95	.	106	107	.	80	99
CCOC(=O)C1=CSC2=NC3=C(CCC/C3=C\c3cc(OC)c(OC)c(OC)c3)C(c3cc(OC)c(OC)c(OC)c3)N12 (configuration not stated)
    39	75	58	53	13	-22*	78	19	45
N#Cc1cnn2c1NC1=C(CCc3ccccc31)C2c1ccc(Cl)cc1 (configuration not stated)
    78	111	107	107	102	112	96	101	91
C=C(C)[C@@H]1CC[C@]2(C(=O)O)CC[C@]3(C)[C@H](CC[C@@H]4[C@@]5(C)C[C@@H](CC#Cc6ccc(C#N)cc6)[C@H](O)C(C)(C)[C@@H]5CC[C@]43C)[C@@H]12
    88	74	28	78	48	40	76	22	53
CC(C)N(CCOC(=O)Nc1ccccc1Cl)C(C)C
    107	102	108	.	97	104	109	85	103
CCCCC[C@@H]1N=C(N)N[C@@H]2CC[C@H]1O2
    100	93	102	121	87	100	58	93	98
COC(=O)C12C3C(=O)N(c4ccc(OC)cc4)C(=O)C3C(c3cn(-c4ccccc4)nc3-c3ccccc3)N1[C@H](c1cn(-c3ccccc3)nc1-c1ccccc1)[C@@H]1C(=O)N(c3ccc(OC)cc3)C(=O)[C@@H]12 (some centres not stated)
    87	97	102	103	104	94	93	99	93
N=c1ccn2c(n1)OC1C(O)C(CO)OC12 (configuration not stated)
    11	.	50	.	34	51	75	18	41
O=C(O)CCCN1C(=O)/C(=C/c2ccccc2)SC1=S
    102	120	96	143	121	105	.	104	114
COc1cc2nc(SCC(=O)NNC(=S)NC(=O)c3ccc(Br)cc3)n(-c3ccc(Cl)cc3)c(=O)c2cc1OC
    .	114	60	117	112	98	111	94	103
Cn1cnc([N+](=O)[O-])c1Sc1ncnc2nc[nH]c12
    58&39	55&64	96&84	112&95	73&59	65&51	103&88	60&50	95&94
COc1ccccc1N1CCN(c2ncnc3[nH]ccc23)CC1
    88	107	98	115	79	54	64	92	102
CNS(=O)(=O)c1ccc(C)cc1
    104&112	107&103	107&103	113&107	104&101	116&102	111&91	103&94	102&121
O=[N+]([O-])c1ccc(N=Nc2c(S(=O)(=O)O)cc3cccc(S(=O)(=O)O)c3c2O)cc1
    86	109	98	106	99	98	106	97	99
Cc1nc2ccc(Br)cn2c1-c1nnc(SCc2cccc3ccccc23)o1
    86	103	100	106	102	106	102	108	104
CN(C)c1ccc(/C=c2/sc3nc(=O)c(-c4ccccc4NC(=O)C(F)(F)F)nn3c2=O)cc1
    87	106	107	95	106	100	95	95	104

Reprinted at random: 3 compounds from above, in no set order.
Value order: SNB-75	HCC-2998	HCT-15	COLO 205	HT29	KM12	A498	HCT-116	SW-620
COc1cc2nc(SCC(=O)NNC(=S)NC(=O)c3ccc(Br)cc3)n(-c3ccc(Cl)cc3)c(=O)c2cc1OC
    .	114	60	117	112	98	111	94	103
N=c1ccn2c(n1)OC1C(O)C(CO)OC12 (configuration not stated)
    11	.	50	.	34	51	75	18	41
CCOC(=O)C1=CSC2=NC3=C(CCC/C3=C\c3cc(OC)c(OC)c(OC)c3)C(c3cc(OC)c(OC)c(OC)c3)N12 (configuration not stated)
    39	75	58	53	13	-22*	78	19	45

Going on with the list:
Value order: SNB-75	HCC-2998	HCT-15	COLO 205	HT29	KM12	A498	HCT-116	SW-620
COC(=O)/C(=C\c1c(-c2ccccc2)[nH]c2ccccc12)S(C)(=O)=O
    -4.3*	45	35	24	8.4*	4.5*	29	17	20
COc1cccc(-c2nc3[nH]nc(SC)c3c(=O)[nH]2)c1
    110	104	97	118	99	115	95	105	105
Cn1ccc2cc(NC(=O)c3cccnc3)ccc21
    92	104	100	110	102	105	76	102	97
CCN(CC)CCOC(=O)c1ccc(C)c(C)c1
    95	93	101	107	91	105	102	104	104
Cc1csc(/N=C(N)/N=C(\N)c2cccs2)n1
    94	116	100	109	116	98	120	107	106
O=C(C1=Cc2cccn2Cc2cnnn21)c1ccc(-c2ccccc2)cc1
    71	89	75	105	96	68	67	97	79
C=C(C)[C@@H]1CC[C@]2(C(=O)O)CC[C@]3(C)[C@H](CC[C@@H]4[C@@]5(C)Cc6c([nH]c7ccccc67)C(C)(C)[C@@H]5CC[C@]43C)[C@@H]12
    94	52	33	55	48	37	61	15	35
C1=NC=C(/C=N/c2n[nH]c(Nc3ccccc3)n2)C1
    104	104	106	126	110	104	103	107	107
Cc1ccsc1[C@H]1c2[nH]c3ccccc3c2C[C@H]2C(=O)N(CCCCCCC(=O)NO)CC(=O)N12
    52	88	99	96	87	81	109	68	82
CC(=O)c1ccc(Nc2nc(NCCO)nc(N3CCOCC3)n2)cc1
    67	96	103	.	101	98	70	104	100
Cn1cc(C2=C(c3coc4cc(Br)ccc34)C(=O)NC2=O)c2ccccc21
    11	104	37	71	52	80	80	57	42
COc1ccc(C(=O)c2cc(C)c(OC)c(C)c2)c(OC)c1O
    58	17	8.6*	67	27	7.5*	.	1.8*	22
CCOC(=O)c1ccc2n1CCc1cnc(N)nc1-2
    85	112	108	118	110	114	83	109	109
Fc1ccc(/C=C/c2nc3ccccc3n3c(-c4ccc(Cl)cc4)nnc23)cc1
    87	102	24	68	59	80	111	42	44
O=C(COc1ccc(/C=C2\Oc3ccc4ccccc4c3C2=O)cc1)c1ccc(Cl)cc1
    83	134	92	124	87	100	155	97	103
CCOC1CC(C)C=CO1 (configuration not stated)
    84	109	99	112	105	115	91	112	100
C=CCc1cc(C)ccc1NC(C(N)=O)c1ccccc1 (configuration not stated)
    79	102	94	105	97	97	76	97	103
O=C1NC(=O)C(Cn2cnc3ccccc32)N1 (configuration not stated)
    86	103	101	107	105	102	77	109	99
O=C(Nc1ccc2ccccc2c1)c1ccccc1[N+](=O)[O-]
    105	98	98	81	101	102	98	90	98
O=C(Cn1nc(-c2cccc3ccccc23)ccc1=O)NCc1cccc(Cl)c1
    74[50 µM]	55[50 µM]	29[50 µM]	37[50 µM]	43[50 µM]	42[50 µM]	27[50 µM]	33[50 µM]	55[50 µM]
CCC(O)(CC)C(F)(F)Cl
    90	105	114	104	104	106	113	97	108
COc1ccc(/C=N/NC(=O)c2c(Nc3ccccc3)nn(C)c2N)cc1OCc1ccccc1
    94	102	88	107	101	90	81	83	108
CC(C)=CCC/C(C)=C/CC/C(C)=C/CC/C=C(\C)CC/C=C(\C)CCC(=O)Nc1ccn(C2OC(CO)C(O)C2(F)F)c(=O)n1 (configuration not stated)
    4.1*	82	51	43	36	.	-45*	20	34
OC(CN1CCCC2CCCCC21)c1ccc(Br)cc1 (configuration not stated)
    95	96	89	89	85	105	88	99	99
